Assay outcomes (PubChem BioAssay)
HT1080NT lethal: qHTS for induction of synthetic lethality in tumor cells producing 2HG: qHTS for the HT-1080-NT fibrosarcoma cell line | HT-1080-NT fibrosarcoma viability, CellTiter-Glo ATP luminescence, 48 h | 360,000 tested, 1.6% active | Potency, µM (top dose mostly 46.1 µM), for the others: at the top dose activity, negative = less viability, hits mostly cytotoxic;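 further: NT is the 2HG producing partner of a matched IDH1 knockdown line; potency means the concentration at half of the fitted maximal effect; 0% = DMSO-treated cells and -100% = media-only wells without cells; nearly all actives have a fitted effect of over 55% in size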
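A 48-hour cytotoxicity screen used HT-1080-NT cells plated 2 hours before compound delivery. ATP-based CellTiter-Glo luminescence measured viability, normalized to DMSO and no-cell controls.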
KB-V1 MDR tox: qHTS assay for MDR1-selective chemotherapeutics: Primary screen using the drug-selected MDR subline cells KB-V1 | KB-V1 MDR cells viability, CellTiter-Glo, 72 h | Potency, µM (highest dose often 46.1 µM), inactives show at the top dose activity change, negative = cytotoxicity, actives largely listed as cytotoxic | 400,000 tested, 3.4% active | AID 1347076, 2019; further: potency means the concentration at half of the fitted maximal effect; on the % scale 0 is the no-effect control and ±100 the full control effect; nearly all actives have a fitted effect of over 60% in size
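Compound-treated KB-V1 multidrug-resistant cells, 72 h, 37 degrees C; viability by CellTiter-Glo. Fitted qHTS curves give the values.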
IL1B secr inh: qHTS for Inhibitors of Inflammasome Signaling: IL-1-beta AlphaLISA Primary Screen | THP-1 LPS/ATP IL-1B secretion, AlphaLISA, 16 h; hits give low values | activity change, % at 57.5 µM | 360,000 tested, 4.7% active; in the data active means activity change below about -50%; inconclusive means mostly about -30% to -49%; further: on the % scale 0 is the no-effect control and ±100 the full control effect
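Secreted IL-1B measured by AlphaLISA bead assay after 16 h compound exposure of THP-1 cells; compounds (final up to 57.5 uM) added 1 h before LPS (250 ng/mL) and ATP (1.25 mM) stimulation; lower signal means less secretion.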
SW480 rereplic: A quantitative high throughput screen for small molecules that induce DNA re-replication in SW480 colon adenocarcinoma cells; Potency, µM (top dose mostly 46.1 µM), without a hit: at the top dose re-replication activation, usual class: activators; SW480 DNA re-replication, Hoechst DNA content imaging, 48 h; AID 624297, 2012; 340,000 tested, 1.8% active; further: potency means the concentration at half of the fitted maximal effect; % of control where 0% means no effect; nearly all actives have a fitted effect of over 55% in size
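Image-based read-out: total Hoechst fluorescence of nuclei (405 nm excitation, 500-530 nm emission), with hits raising the fraction of high-intensity nuclei. SW480 colon cells incubated 48 hr with compounds at 37 C.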
ATXN viability: Viability Counterscreen for Primary qHTS for Inhibitors of ATXN expression. S2 cells (HEK-293 line with an ATXN2-luciferase reporter) viability, CellTiter-Fluor protease fluorescence, 24 h. Potency, µM (doses to about 56.7 µM), usual class: cytotoxic. 400,000 tested, 0.49% active; further: potency means the concentration at half of the fitted maximal effect; nearly all actives have a fitted effect of over 40% in size
KB-3-1 cytotox: qHTS assay for MDR1-selective chemotherapeutics: Primary screen using the parental adenocarcinoma cell KB-3-1. KB-3-1 viability, CellTiter-Glo ATP luminescence, 72 h. Potency, µM (doses to about 46.1 µM), for the others: top-dose activity change, negative = cytotoxic, actives largely listed as cytotoxic. 400,000 tested, 1.4% active. AID 1347075, 2019; further: potency means the concentration at half of the fitted maximal effect; on the % scale 0 is the no-effect control and ±100 the full control effect; nearly all actives have a fitted effect of over 60% in size
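Multi-concentration cytotoxicity screen in KB-3-1 cells grown in DMEM lacking phenol red with 10% FBS. After 72 h at 37 °C with compound, ATP-dependent luminescence was recorded.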
MCF10A rerep: A quantitative high throughput screen for small molecules that induce DNA re-replication in MCF 10a normal breast cells; MCF 10A DNA re-replication, Hoechst nuclear intensity, 48 h; Potency, µM (titrated, usually from 46.1 µM), for the others: at the top dose activity, positive = re-replication, actives largely listed as activators; 350,000 tested, 2.9% active; AID 624296, 2012; further: potency means the concentration at half of the fitted maximal effect; % of control where 0% means no effect; nearly all actives have a fitted effect of over 50% in size
ATXN2 expr inh: Primary qHTS for Inhibitors of ATXN expression. HEK-293 ATXN2-luciferase reporter, luminescence, 24 h. Potency, µM (top dose mostly 57 µM), inactives show at the top dose activity change, negative = inhibition, most hits filed as inhibitors. 360,000 tested, 0.72% active; further: potency means the concentration at half of the fitted maximal effect; on the % scale 0 is the no-effect control and ±100 the full control effect; nearly all actives have a fitted effect of over 55% in size
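qHTS (up to 57 uM final) was run with 24 h compound exposure of reporter cells at 37 °C. Each well was multiplexed: SteadyGlo luminescence measured ATXN2-luciferase expression after a fluorogenic Gly-Phe-AFC viability readout (25 uM final).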
HT1080 IDH1KD tx: qHTS for induction of synthetic lethality in tumor cells producing 2HG: qHTS for the HT-1080-IDH1KD cell line | HT-1080 IDH1 knockdown viability, ATP luminescence, 48 h | Potency, µM (highest dose often 46.1 µM), without a hit: at the top dose activity, negative = toxicity, hits mostly cytotoxic | 360,000 tested, 2% active | AID 686971, 2013;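 further: potency means the concentration at half of the fitted maximal effect; 0% = DMSO wells and -100% = cell-free medium wells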
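After a 2 h attachment period, IDH1KD HT-1080 cells took pin-transferred compound for 48 h at 37 °C; ATP-based luminescence after 10 min room-temperature reagent incubation reported viability.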
Active calls of the source: *; i = inactive; ? = inconclusive; / = no result given; [ ] = remark or other dose. Unless noted, the call rests on the fitted dose curve; in most records, active means well fitted curve in the direction sought with a large enough effect; inconclusive means small, poorly fitted or top-dose-only effect, or another doubt; inactive means no such curve, though single readings can be large; an effect the other way counts as inactive or inconclusive.

SMILES | HT1080NT lethal | KB-V1 MDR tox | IL1B secr inh | SW480 rereplic | ATXN viability | KB-3-1 cytotox | MCF10A rerep | ATXN2 expr inh | HT1080 IDH1KD tx
COc1ccc(C)cc1CN1C(=O)c2ccccc2C1=O | 5% | -18% | 11 | -1% | i | -4% | 3% | 29% | 4%
CCCC(=O)NC(c1ccco1)c1cc(Cl)c2cccnc2c1O (stereo not given) | ? | ? | 72 | ? | ? | -26% | ? | 25µM* | 10µM*
COc1ccc(S(=O)(=O)N2CCN(C(=O)CC(C)C)CC2)cc1 | 13% | 11% | 10 | -9% | i | 10% | 2% | -18% | 16%
CC(C)CCN1CCN(Cc2cccn2-c2ccc(Cl)cn2)CC1CCO (stereo not given) | -28% | -13% | -9 | -135%[inhibitor] | i | -6% | 14% | 1% | -3%
COc1ccccc1/C=N\N=C(\N)c1ccccn1 | 17% | -8% | 17 | -2% | i | -1% | -5% | / | ?
Cc1cccc([C@@H]2[C@@H]3C(=O)N(Cc4ccccc4)C(=O)[C@@H]3[C@]3(Cc4ccccc4)C(=O)N(c4ccccc4)C(=O)N23)c1 | 0% | 0% | 17 | 37% | i | 7% | ? | -10% | -2%
C=CCn1c(NC(=O)CC)c(C(=O)OCC)sc1=S | 15% | -12% | 3 | -3% | i | 14% | 1% | -6% | 18%
O=C(CC(c1ccc(F)cc1)c1ccco1)N1CCCC1 (stereo not given) | 24% | 11% | 2 | 0% | i | 1% | -1% | 4% | 20%
Cc1cccc(NC(=O)CSc2nnc(Cn3cnc4ccccc43)o2)c1 | 10% | 7% | -14 | 1% | i | 12% | -8% | -1% | -1%
COc1ccc2c(c1)CC/C(=C\c1ccc(OC)c(Cn3nc(C)cc3C)c1)C2=O | ? | ? | 13 | ? | i | ? | ? | ? | ?
CC(Sc1nc2ccccc2[nH]1)C(=O)Nc1ccc2c(c1)OCCO2 (stereo not given) | -13% | -5% | -25 | 5%[9.22 µM] | i | -1% | 4% | 4% | 2%
Cc1noc(C)c1COc1ccc(C(=O)NCCOc2ccccc2)cc1 | -6% | 0% | -11 | ? | i | -22% | -6% | 7% | -3%
O=C1CC(c2cccc(Cl)c2Cl)c2cc3c(cc2N1)OCCO3 (stereo not given) | / | -30% | / | / | i | ? | / | -6% | /
CCOc1ccccc1NC(=O)c1cc2ccccc2o1 | -5% | ? | 44 | / | i | -2% | / | / | -7%
Cc1ccc(OCC(=O)NCC2(N(C)C)CCCCC2)cc1C | / | 1% | / | / | i | 1% | / | -3% | /

Retrieved by structure from the list above, 6 records:
SMILES | HT1080NT lethal | KB-V1 MDR tox | IL1B secr inh | SW480 rereplic | ATXN viability | KB-3-1 cytotox | MCF10A rerep | ATXN2 expr inh | HT1080 IDH1KD tx
COc1ccccc1/C=N\N=C(\N)c1ccccn1 | 17% | -8% | 17 | -2% | i | -1% | -5% | / | ?
Cc1noc(C)c1COc1ccc(C(=O)NCCOc2ccccc2)cc1 | -6% | 0% | -11 | ? | i | -22% | -6% | 7% | -3%
CCCC(=O)NC(c1ccco1)c1cc(Cl)c2cccnc2c1O (stereo not given) | ? | ? | 72 | ? | ? | -26% | ? | 25µM* | 10µM*
Cc1ccc(OCC(=O)NCC2(N(C)C)CCCCC2)cc1C | / | 1% | / | / | i | 1% | / | -3% | /
COc1ccc(C)cc1CN1C(=O)c2ccccc2C1=O | 5% | -18% | 11 | -1% | i | -4% | 3% | 29% | 4%
COc1ccc2c(c1)CC/C(=C\c1ccc(OC)c(Cn3nc(C)cc3C)c1)C2=O | ? | ? | 13 | ? | i | ? | ? | ? | ?

The list continues.
SMILES | HT1080NT lethal | KB-V1 MDR tox | IL1B secr inh | SW480 rereplic | ATXN viability | KB-3-1 cytotox | MCF10A rerep | ATXN2 expr inh | HT1080 IDH1KD tx
O=C(Cn1cnc2ccccc2c1=O)c1ccc2c(c1)OCCO2 | -9% | 15% | -13 | -4% | ? | 17% | -6% | 27% | 8%
O=C(CSc1ccc(-c2ccco2)nn1)c1ccc(F)cc1 | 17% | 26µM* | 5 | -5% | i | -11% | -12% | 28% | -1%
O=C(c1ccc(N2C(=O)c3ccccc3C2=O)cc1)N1CCN(S(=O)(=O)c2ccccc2F)CC1 | -2% | 1% | 16 | / | i | 2% | / | / | -1%
CCc1cc(Cn2nc(-c3ccccc3)cc2C(=O)O)on1 | 0% | 10% | 3 | ? | i | -24% | -5% | 2% | 8%
CCN1CCN(c2cc(C)c3cc(NC(=S)NCc4cccs4)ccc3n2)CC1 | -9% | 1% | -2 | ? | ? | -12% | 7.3µM* | / | -1%
O=C(NNC1=Nc2ccccc2SC1)c1ccc(F)cc1 | -29% | -19% | 26 | -6% | i | ? | 2% | -31% | ?
Nc1ncncc1-c1ccc2ccccc2c1 | 6% | 10% | ? | 1% | i | 1% | -2% | / | 0%
COc1ccc(CCNC(=O)COC(=O)c2ccc(C)s2)cc1 | 8% | 0% | 11 | 2% | i | 11% | -2% | 4% | 0%
Cc1nn(Cc2ccccc2)c2c1C(c1ccccc1)C(C#N)=C(N)O2 (stereo not given) | -15% | 10% | 0 | ? | i | -4% | -3% | 5% | 0%
CC(NC(=O)c1ccco1)C(=O)O (stereo not given) | 1% | 10% | 23 | 1% | i | 26% | -1% | 4% | 4%
CN(C(=O)c1ccccc1OCc1ccc(F)cc1)c1c(N)n(Cc2ccccc2)c(=O)[nH]c1=O | 7% | 0% | -7 | 1% | i | -5% | 0% | -2% | 1%
O=[N+]([O-])c1cccc(COc2ccc(CN3CCCC3)cc2)c1 | -4% | 8% | -18 | -3% | i | -1% | ? | 14% | -1%
CC(C)NC(=O)Nc1ccc2c(c1)N(C)C(=O)c1ccccc1S2 | / | -11% | / | / | i | -4% | / | 7% | /
COc1ccc(S(=O)(=O)NCc2cccnc2)cc1C(=O)N1CCCCC1 | 4% | 2% | 7 | -2% | i | 2% | -2% | 7% | 2%
CC(=O)Nc1ccccc1S(=O)(=O)CC1CC1(Cl)Cl (stereo not given) | 10% | -15% | 18 | ? | i | 2% | 1% | 3% | 2%
CN(C)C(CNC(=O)CCc1nc2sc3c(c2c(=O)[nH]1)CCCC3)c1ccccc1 (stereo not given) | -3% | 29% | -17 | -4% | i | 0% | 7% | -2% | -1%
COc1ccc(N2CCN(C(=O)CCCSc3nc4ccccc4[nH]3)CC2)cc1 | -7% | -13% | -9 | 1%[9.22 µM] | i | -1% | -3% | -9% | -1%
CCN(CC)C(=O)Oc1nnc(SC(C)C)n1-c1ccc(Cl)cc1 | -4% | ? | -9 | 3%[9.22 µM] | i | 2% | ? | -20% | -8%
N#Cc1ccccc1NC(=O)c1ccc2c(c1)OCO2 | 17% | -1% | ? | -49%[inhibitor][1.84 µM] | ? | -1% | -4% | 4%[11.3 µM] | 10%
Cc1c(C(=O)NCc2ccc(F)cc2)sc(=O)n1Cc1ccccc1 | 5% | ? | -16 | / | i | -1% | / | -5% | 1%
Cc1ccc(CNC(=O)C2CCN(S(=O)(=O)N3CCC(C)CC3)CC2)cc1 | -2% | -30% | -1 | / | i | -12% | / | / | -3%
COc1ccc2c(N)c(C(=O)NN)[nH]c2c1 | -20% | 28% | 10 | -4% | i | 3% | -2% | -18% | -9%
COc1ccc(O)c(/C=N/NC(=O)c2cccc(N3CCCC3=O)c2)c1 | ? | -18% | 126 | ? | i | ? | 3% | ? | ?
C/C(=N\NC(=O)c1cc(-c2ccc(C)s2)[nH]n1)c1ccco1 | -5% | 8% | -6 | 12% | ? | -1% | ? | / | -4%
CCCN(Cc1cc2ccc(C)cc2[nH]c1=O)C(=O)c1cccnc1 | -9% | 6% | 22 | / | i | -3% | / | -4% | -7%
CC1(C)Cc2c(cnn2-c2ccc(F)cc2)C(NC(=O)CCc2ccncc2)C1 (stereo not given) | -4% | -3% | 14 | -7% | i | -3% | -5% | 217%[activator] | 7%
Nc1c(C(=O)C2CC2)sc2nc(-c3cccs3)cc(C(F)(F)F)c12 | 2% | 4% | 6 | 9% | ? | 0% | 15% | -8% | 3%
COc1ccc(OCc2nc3ccccc3n2C(C)C)cc1 | -7% | ? | ? | 0% | / | -1% | 29% | 1% | ?
O=C(Cn1cnc2c(cnn2-c2ccccc2)c1=O)c1ccc(Cl)cc1 | -2% | -3% | -7 | -12% | ? | -3% | 0% | -3% | 1%
Cn1c(-c2ccccc2)cnc1SCC(=O)NCc1ccco1 | -7% | -8% | -11 | 2% | i | -12% | -2% | 1% | 1%[9.24 µM]
C#CCNC(=O)C1=C[C@@H](c2ccc(Br)cc2)C[C@@H](OCCCCO)O1 | 3% | -10% | -6 | -9% | i | -11% | 18% | 8% | 7%
Cc1cc(C)n(-c2ccc(NC(=O)C3CCCCN3Cc3cccc4c3OCO4)cc2)n1 (stereo not given) | -25% | / | 5 | ? | ? | / | ? | -21% | ?

Whole records, quoted from the list:
Results for `COc1ccc(O)c(/C=N/NC(=O)c2cccc(N3CCCC3=O)c2)c1` : HT1080NT lethal: ?; KB-V1 MDR tox: -18%; IL1B secr inh: 126; SW480 rereplic: ?; ATXN viability: i; KB-3-1 cytotox: ?; MCF10A rerep: 3%; ATXN2 expr inh: ?; HT1080 IDH1KD tx: ?
Results for `O=C(Cn1cnc2ccccc2c1=O)c1ccc2c(c1)OCCO2` : HT1080NT lethal: -9%; KB-V1 MDR tox: 15%; IL1B secr inh: -13; SW480 rereplic: -4%; ATXN viability: ?; KB-3-1 cytotox: 17%; MCF10A rerep: -6%; ATXN2 expr inh: 27%; HT1080 IDH1KD tx: 8%
